Screens (PubChem)
Runt-SMMHC FRET – blocks binding of human RUNX1 Runt domain to CBFb-SMMHC; Q01196+Q13951; Cerulean-Runt/Venus-CBFb-SMMHC FRET ratio 530/480, 1 h; inhibition, % at 20 µM; hit rate 0.74% among 220,000; AID 1434;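 active = mean inhibition across duplicate retests at 20 µM reaching about 50%, limit read from the data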;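 also: 0% = DMSO wells and 100% = wells with excess untagged CBFb-SMMHC; inhibitors lower the FRET ratio by blocking Runt binding to CBFb-SMMHC; some results filed as inactive read as strong as hits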
Target sequence (Q01196 whole entry, looked up, the tested form may be a part): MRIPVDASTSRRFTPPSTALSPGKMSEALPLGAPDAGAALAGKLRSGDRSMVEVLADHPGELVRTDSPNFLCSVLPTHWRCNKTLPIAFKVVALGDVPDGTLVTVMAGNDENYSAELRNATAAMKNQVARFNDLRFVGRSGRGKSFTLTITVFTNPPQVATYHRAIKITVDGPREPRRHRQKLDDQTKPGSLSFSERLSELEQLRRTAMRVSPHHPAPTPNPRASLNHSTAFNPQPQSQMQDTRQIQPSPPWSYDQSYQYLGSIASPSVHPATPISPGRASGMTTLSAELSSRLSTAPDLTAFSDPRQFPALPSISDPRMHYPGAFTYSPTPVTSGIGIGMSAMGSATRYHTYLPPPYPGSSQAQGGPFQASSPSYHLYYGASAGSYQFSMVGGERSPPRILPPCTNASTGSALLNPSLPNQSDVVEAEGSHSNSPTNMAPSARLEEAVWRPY
Target sequence (Q13951 whole entry, looked up, the tested form may be a part): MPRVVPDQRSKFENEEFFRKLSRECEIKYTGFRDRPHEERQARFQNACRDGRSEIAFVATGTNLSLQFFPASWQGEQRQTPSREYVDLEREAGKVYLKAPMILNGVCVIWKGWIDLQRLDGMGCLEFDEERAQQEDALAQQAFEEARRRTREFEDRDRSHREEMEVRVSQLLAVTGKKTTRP
EBV gp42 inh – blocks Epstein-Barr virus glycoprotein 42 binding. hit rate 0.42% among 220,000. inhibition, % (tested at 21.74 µM). Fluorescence polarization binding assay, mP read-out; in the data active = inhibition above about 50%
Target sequence (Q1HVG2 whole entry, looked up): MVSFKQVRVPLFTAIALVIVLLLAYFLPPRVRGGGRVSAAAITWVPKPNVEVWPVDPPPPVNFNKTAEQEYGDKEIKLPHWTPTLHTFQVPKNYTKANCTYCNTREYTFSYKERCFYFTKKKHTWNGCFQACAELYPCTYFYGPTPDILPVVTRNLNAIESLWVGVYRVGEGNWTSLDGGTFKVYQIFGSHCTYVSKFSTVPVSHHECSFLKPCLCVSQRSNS
CHOP inhibitor – blocks CHOP induction under ER stress; CHO-K1 CHOP-promoter luciferase, tunicamycin-induced, 15-18 h; inhibition, % at 10 µM; hit rate 3.8% among 220,000;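 active = compounds that reduced the stress-induced luciferase reporter signal by more than about 70% of percent inhibition, limit read from the data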;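 also: 0% = tunicamycin plus vehicle and 100% = wells without tunicamycin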
TRPN1 ag – activates the zebrafish TRPN1 channel. HEK293 zebrafish TRPN1-YFP, Fluo-8 calcium fluorescence; 100% = response to 87 µM carbachol. activation, % at 3 µM. hit rate 0.18% among 220,000. AID 1424;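 active = activation above its plate's cutoff, the mean activation of test wells on that plate plus 3 SD, cut at about 19% in these data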;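 also: 0% = DMSO alone and 100% = 87 µM carbachol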
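System: zebrafish TRPN1-YFP in HEK293 cells / Dosing: 3 µM single point / Timing: dye loading 1 h at 37 °C, then 30 min room temperature / Signal: Fluo-8 calcium fluorescence, excitation 470-495 nm, emission 515-575 nm / Read-out basis: percent activation from peak over basal fluorescence ratio, control-normalized / Control set: high carbachol 87 µM, low DMSO alone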
TRPML3 ag – human mucolipin-3 channel agonism; hit rate 0.29% among 220,000; Q8TDD5; AID 1448; activation, % at 3 µM; HEK293 TRPML3-YFP, Fluo-8 calcium fluorescence; 100% = the carbachol control signal;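 active = activation above its plate's cutoff, the mean activation of the plate's test wells plus 3 SD, cut at about 12% in these data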;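 also: 0% = DMSO only wells and 100% = carbachol wells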
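Material: TRPML3-YFP stable HEK293 cells | Dosing: One concentration, 3 µM nominal, 0.3% DMSO | Timing: 125 s total fluorescence read per well | Technique: Fluo-8 calcium dye fluorescence, ex 470-495, em 515-575 nm | Measure: Percent activation from peak-to-basal fluorescence ratio, scaled between DMSO and carbachol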
PPC-1+TRAIL kill – PPC-1 cancer cell killing with TRAIL present; hit rate 0.41% among 220,000; cell killing (% activity), % at 4 µM; PPC-1 cells + TRAIL, ATPLite viability luminescence;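 active = cell killing above 50% in the first pass at 4 µM, then a duplicate retest at 5 µM averaging 50% or more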;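 also: plate controls were cells with TRAIL plus DMSO for no effect and medium-only wells lacking cells for full effect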
Mdm2 ligase inh – blocks human Mdm2 ubiquitin ligase activity. signal enhancement, % at 5 µM. cell-based MDM2 ubiquitination luciferase reporter, 2 h; 0 = plate control, 100 = twice control, blank-subtracted. hit rate 0.11% among 210,000;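 active = signal enhancement of 30% or more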;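 also: luminescence tracks abundance of the self-degrading MDM2-luciferase fusion protein; higher signal means inhibition of MDM2 E3 ligase activity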
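Test system: mammalian cells stably expressing self-ubiquitinating, self-degrading MDM2 E3–luciferase fusion; Amount: 2000 cells in each well; Medium: DMEM; Schedule: 4 h settle plus 2 h compound, 37 °C; Technique: SteadyLite luciferase luminescence after 15 min room-temperature reagent incubation; Benchmarks: plate control and blank wells.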
p47phox inh – blocks human p47phox regulatory protein of NADPH oxidases; p47phox/p22phox peptide binding, fluorescence polarization, 2 h; inhibition, % at 24.7 µM; hit rate 0.53% among 220,000; P14598;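 active = inhibition above about 30%, limit read from the data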;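 also: 0% = p47phox with labelled peptide and 100% = labelled peptide alone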
TNF death inh – blocks TNF-alpha induced death of Jurkat FADD-/- cells | activation (protection from cell death), % at 10 µM | hit rate 0.068% among 220,000 | Jurkat FADD-/- TNF necroptosis rescue, ATP luminescence, 24 h; 0 = TNF only, 100 = no-TNF cells;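 active = activation, meaning protection from cell death, of at least 50% relative to plate controls; inactive = activation below 50%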;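 also: necroptosis triggered by 40 ng/mL TNF-alpha added together with compound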
* hit, by the source's call; x = not tested or not shown.

Molecule,Runt-SMMHC FRET,EBV gp42 inh,CHOP inhibitor,TRPN1 ag,TRPML3 ag,PPC-1+TRAIL kill,Mdm2 ligase inh,p47phox inh,TNF death inh
Cn1c2ccccc2c2c(C(=O)O)cn(C3CCCC3)c(=O)c21,0,-24,23,-0.7,1.0,29,-4,-5,1.0
COc1ccccc1NC(=S)NNC(=O)c1ccc(O)cc1,-1,2,-18,-1.1,0.8,-2,-21,-12,-0.8
CCOC(=O)N1CCC2(CC1)C(C#N)=C(N)OC1=C2C(=O)CCC1,x,-12,-11,1.1,-0.1,x,-2,-13,-0.3
O=C(NNC(=O)c1ccc[nH]1)Nc1cc(Cl)cc(Cl)c1,-4,-4,2,1.5,-0.4,-13,3,2,3.2
CC(=O)Nc1ccc(Nc2ccc3nonc3c2[N+](=O)[O-])cc1,-7,-11,15,-0.2,0.1,-7,-8,3,1.3
CCC1=NN(C(=O)C(=O)NCCc2ccccc2)C(O)(C(F)(F)F)C1 (configuration not stated),-2,1,17,0.2,-0.2,3,-3,0,-0.6
Cc1ccc(-n2nnc(-c3cc4ccccc4n3C)n2)cc1,-8,-15,5,-0.4,-0.8,10,x,-8,-0.5
COc1ccccc1C(=O)CSc1nnc(-c2ccco2)o1,-3,6,-8,-0.1,0.7,32,-8,-7,0.2
O=C(COC(=O)c1ccc2c(c1)OCCO2)Nc1cc(S(=O)(=O)N2CCOCC2)ccc1Cl,-3,-3,0,-0.3,0.9,-11,-13,-6,-0.3
Cc1ccc(NC(=O)c2sccc2SCc2cccc(C(F)(F)F)c2)cc1,-2,-3,80*,1.2,1.2,15,-8,-9,-3.4
O=C(Nc1ccccc1)c1ccccc1CC[N+](=O)[O-],5,-12,20,0.3,0.6,10,-3,-6,-0.9
O=C(Nc1ccncc1)c1cc(F)cc(F)c1,1,-30,1,2.1,1.1,0,-7,-13,-1.8
Cc1cc(Cl)ccc1NC(=S)NCc1cccs1,-1,-14,16,-1.1,-0.7,-22,0,-22,-3.3
CCNc1nc(CSc2ccccc2)nc2sc(C)c(C)c12,-1,-12,54,-0.8,-0.4,18,-20,-9,1.3
FC(F)(F)c1cc(-c2ccco2)nc(-n2nnc3ccccc32)n1,-1,-19,25,1.3,0.8,18,-20,-9,0.8
O=C1CCC/C1=C\Nc1ccc(Cl)c([N+](=O)[O-])c1,0,4,19,-1.5,0.7,-14,-12,-8,2.4
CCOC(=O)c1c(NC(=O)C2CCCO2)sc(C(=O)OC(C)(C)C)c1C (configuration not stated),-10,-15,67,-1.1,0.5,27,x,-11,-0.1
CCCCCOC(=O)Cc1c(O)c2ccccc2[nH]c1=O,-2,-18,-8,0.8,0.7,-10,-5,4,0.3
CCC(=O)N1CCc2cc(S(=O)(=O)CCC(=O)NC(C)CC)ccc21 (configuration not stated),0,8,34,1.5,0.2,7,5,-10,-0.1
COc1cc(/C=N/NC(=O)c2sc(N)c(C#N)c2C)cc(Br)c1O,0,-11,18,0.3,-0.4,-15,-12,-34,5.4
CCN(C(=S)Nc1cccc(C)c1)c1ccccc1,-4,-1,11,2.0,0.9,-15,-7,8,1.2
Cc1ccc(Oc2c(CO)c(-c3ccccc3)nn2C)cc1,1,-1,10,7.6,4.5,4,-20,1,-4.7
O=C(/C=C/c1ccccc1[N+](=O)[O-])OC1CCCCC1=O (configuration not stated),0,-5,10,1.2,0.6,10,-11,4,0.1
CCC(=O)Nc1c(-c2ccccc2)c(=O)c2ccccc2n1C,5,-6,0,0.3,0.0,-6,-2,1,1.7
CC(=O)Oc1ccc(C(=O)[C@H]2[C@H]3C(=O)N(c4cccc5ccccc45)C(=O)[C@H]3[C@@H]3C=CC=NN32)cc1,-5,-21,1,1.6,0.3,12,-4,-68,2.6
CCOc1ccccc1NC(=O)CN(c1ccc(C)cc1)S(=O)(=O)c1c(C)noc1C,0,-8,66,-1.1,-1.1,17,-13,-11,-0.8
CCC1CCCCN1C(=O)CSc1nc(N)c(NC(=O)c2ccc(OC)c(OC)c2)c(=O)[nH]1 (configuration not stated),0,1,-3,2.0,1.2,-4,-6,-5,0.4
CC1(O)N(Cc2ccccc2)C(=O)OC12CCCCC2 (configuration not stated),0,-4,22,0.6,-0.3,-4,2,-7,17
O=C1CCCN1c1ccc(S(=O)(=O)N2CCN(c3ccccc3)CC2)cc1,-7,-7,-18,-0.5,0.8,16,7,6,0.5
COc1ccc(-c2noc(CCCC(=O)N3CCOCC3)n2)cc1,-1,-10,4,1.6,0.7,7,-23,-7,-0.4

Sorted by SMILES length (low to high): 3 of the compounds above
Molecule,Runt-SMMHC FRET,EBV gp42 inh,CHOP inhibitor,TRPN1 ag,TRPML3 ag,PPC-1+TRAIL kill,Mdm2 ligase inh,p47phox inh,TNF death inh
COc1ccc(-c2noc(CCCC(=O)N3CCOCC3)n2)cc1,-1,-10,4,1.6,0.7,7,-23,-7,-0.4
O=C(/C=C/c1ccccc1[N+](=O)[O-])OC1CCCCC1=O (configuration not stated),0,-5,10,1.2,0.6,10,-11,4,0.1
CC(=O)Oc1ccc(C(=O)[C@H]2[C@H]3C(=O)N(c4cccc5ccccc45)C(=O)[C@H]3[C@@H]3C=CC=NN32)cc1,-5,-21,1,1.6,0.3,12,-4,-68,2.6

(listing goes on)
Molecule,Runt-SMMHC FRET,EBV gp42 inh,CHOP inhibitor,TRPN1 ag,TRPML3 ag,PPC-1+TRAIL kill,Mdm2 ligase inh,p47phox inh,TNF death inh
O=C(O)CCC/C=C\C[C@@H]1[C@@H](/C=C/[C@@H](O)COc2cccc(Cl)c2)[C@H](O)C[C@@H]1O,1,-12,10,0.5,1.8,16,x,-9,1.4
O=C(O)CCC(=O)c1c[nH]c2ccccc12,-3,-15,26,0.1,0.7,19,1,-9,-1.1
CCCc1nnc(NC(=O)c2cccc(OC)c2)s1,-10,-7,70,0.7,-0.3,1,-1,-6,0.7
Cc1noc(C)c1COC(=O)c1ccc(S(=O)(=O)N2CCCCC2)cc1,-6,6,9,2.6,2.7,25,-14,-4,0.7
COc1ccc(CC2(C)OC(c3ccc(C)cc3)=NN2C(C)=O)cc1 (configuration not stated),2,3,59,-3.9,-1.5,-2,14,-2,-0.2
CC(C)Oc1cc(NC(=O)CS(=O)CC(=O)Nc2cccc(C(F)(F)F)c2)c(Cl)cc1Cl (configuration not stated),0,-16,107*,0.5,-0.4,1,-18,-14,-6.6
CC(=O)Nc1ccc(NC(=O)CN(c2cccc(C)c2)S(C)(=O)=O)cc1,0,-7,-6,0.3,1.4,8,-16,-13,1.1
CC(=O)Nc1nc(C)c(Oc2cccc(C(F)(F)F)c2)c(=O)[nH]1,-6,8,11,0.5,0.7,5,-10,-6,0.1
CN(C)C(=O)c1cc(Cl)ccc1Sc1cc(Cl)ccc1Cl,-2,-6,6,-1.8,-0.6,14,-8,-9,-2.5
c1cc(-c2noc(CC3CCCCC3)n2)ccn1,2,-10,0,-0.2,0.7,-2,-11,-4,1.2
CCOC(CNC(=O)c1cc(C)nn1-c1ccccc1)OCC,3,-9,7,0.8,0.6,2,-8,-7,0.6
Cc1ccc(S(=O)(=O)Nc2cc(C(F)(F)F)ccc2N2CCOCC2)cc1C,-7,-7,53,-0.3,0.6,14,-1,-18,2.5
CCOc1ccccc1N(CC(=O)OC)S(=O)(=O)c1ccccc1,4,0,-2,-1.5,0.3,-4,2,1,0.5
Cc1nn(-c2ccccc2)c(N)c1Sc1ccccc1[N+](=O)[O-],0,-10,12,0.8,0.9,3,-11,-5,3.8
O=C(CN1CCN(C2CCCCC2)CC1)Nc1ccccc1N1CCCCC1,-4,-10,59,-1.8,0.1,-10,-8,-4,2.8
N#Cc1cc(-c2ccccc2)oc1NC(=O)c1ccccc1,-3,-7,47,0.6,0.1,-5,2,-7,-0.2
Fc1ccc(NCc2n[nH]c(=S)n2Cc2ccccc2)cc1,6,-11,26,-0.2,-0.4,1,-8,-12,-1.1
CCOC(=O)n1cc(-c2cnc(CNC(=O)C(C)(c3ccccc3)c3ccccc3)o2)c2ccccc21,0,9,14,0.9,0.9,7,x,-20,1.1
O=C(COc1ccc(Cl)cc1Cl)N1CCCCCC1,3,-16,24,-0.1,-0.1,-8,-6,2,5.8
O=C(NC1CCCCC1)c1cc2nc3c(c(C(F)(F)F)n2n1)CCCC3,-7,-4,22,-0.9,-0.3,8,1,-5,-1.3
N#Cc1nc(COc2ccc(Cl)cc2)oc1N1CCCC1,3,-20,15,-2.0,-0.6,-7,-26,1,0.4
CCN(CC)c1ccc(-c2c(C#N)c(N)nc(OC)c2C#N)cc1,99*,-27,-43,2.1,0.5,6,3,-29,0.8
Cc1ccc(OCC(=O)Nc2cc(S(=O)(=O)N3CCCCC3)ccc2C)c([N+](=O)[O-])n1,1,-33,26,0.7,1.3,-6,-12,-4,1.5

Records listed so far printed as active in CHOP inhibitor.
structure,Runt-SMMHC FRET,EBV gp42 inh,CHOP inhibitor,TRPML3 ag,Mdm2 ligase inh,p47phox inh
Cc1ccc(NC(=O)c2sccc2SCc2cccc(C(F)(F)F)c2)cc1,-2,-3,80*,1.2,-8,-9
CC(C)Oc1cc(NC(=O)CS(=O)CC(=O)Nc2cccc(C(F)(F)F)c2)c(Cl)cc1Cl (configuration not stated),0,-16,107*,-0.4,-18,-14
